Screens as filed in PubChem.
Vc quorum ag – induces V. cholerae light production without autoinducers; V. cholerae BH1578 lux reporter, luminescence, 6 h; activation, % at 18.7 µM; 350,000 tested, 0.16% active; in the data active = activation mostly above about 9.7%, no sharp cut-off; inconclusive = no clear call, values can overlap the other calls; inactive = mostly below about 3.7%; also: not every result past the cut was called active; inactives centre near 0; reference of the scale not given here
DUSP3 inh – DUSP3 (human) phosphatase inhibition. P51452. recombinant VHR phosphatase, pNPP absorbance. inhibition, % at 13.3 µM. 290,000 tested, 0.52% active; in the data active = inhibition above about 50%; also: some compounds called inactive have numbers as strong as hits
BoNT-A LC inh2 – blocks Botulinum neurotoxin A light chain protease; multiplex microsphere protease substrate cleavage, flow cytometry; inhibition, % at 10 µM; 360,000 tested, 0.17% active; also: plate controls were buffer without enzyme for full effect and enzyme alone for no effect
TcdB GH inh – TcdB glycohydrolase inhibition; P18177; TcdB glycohydrolase enzymatic assay, plate reader; inhibition, % at 9.99 µM; 350,000 tested, 0.24% active; AID 652162; in the data active = inhibition above about 10%
Target sequence (P18177 whole entry, looked up): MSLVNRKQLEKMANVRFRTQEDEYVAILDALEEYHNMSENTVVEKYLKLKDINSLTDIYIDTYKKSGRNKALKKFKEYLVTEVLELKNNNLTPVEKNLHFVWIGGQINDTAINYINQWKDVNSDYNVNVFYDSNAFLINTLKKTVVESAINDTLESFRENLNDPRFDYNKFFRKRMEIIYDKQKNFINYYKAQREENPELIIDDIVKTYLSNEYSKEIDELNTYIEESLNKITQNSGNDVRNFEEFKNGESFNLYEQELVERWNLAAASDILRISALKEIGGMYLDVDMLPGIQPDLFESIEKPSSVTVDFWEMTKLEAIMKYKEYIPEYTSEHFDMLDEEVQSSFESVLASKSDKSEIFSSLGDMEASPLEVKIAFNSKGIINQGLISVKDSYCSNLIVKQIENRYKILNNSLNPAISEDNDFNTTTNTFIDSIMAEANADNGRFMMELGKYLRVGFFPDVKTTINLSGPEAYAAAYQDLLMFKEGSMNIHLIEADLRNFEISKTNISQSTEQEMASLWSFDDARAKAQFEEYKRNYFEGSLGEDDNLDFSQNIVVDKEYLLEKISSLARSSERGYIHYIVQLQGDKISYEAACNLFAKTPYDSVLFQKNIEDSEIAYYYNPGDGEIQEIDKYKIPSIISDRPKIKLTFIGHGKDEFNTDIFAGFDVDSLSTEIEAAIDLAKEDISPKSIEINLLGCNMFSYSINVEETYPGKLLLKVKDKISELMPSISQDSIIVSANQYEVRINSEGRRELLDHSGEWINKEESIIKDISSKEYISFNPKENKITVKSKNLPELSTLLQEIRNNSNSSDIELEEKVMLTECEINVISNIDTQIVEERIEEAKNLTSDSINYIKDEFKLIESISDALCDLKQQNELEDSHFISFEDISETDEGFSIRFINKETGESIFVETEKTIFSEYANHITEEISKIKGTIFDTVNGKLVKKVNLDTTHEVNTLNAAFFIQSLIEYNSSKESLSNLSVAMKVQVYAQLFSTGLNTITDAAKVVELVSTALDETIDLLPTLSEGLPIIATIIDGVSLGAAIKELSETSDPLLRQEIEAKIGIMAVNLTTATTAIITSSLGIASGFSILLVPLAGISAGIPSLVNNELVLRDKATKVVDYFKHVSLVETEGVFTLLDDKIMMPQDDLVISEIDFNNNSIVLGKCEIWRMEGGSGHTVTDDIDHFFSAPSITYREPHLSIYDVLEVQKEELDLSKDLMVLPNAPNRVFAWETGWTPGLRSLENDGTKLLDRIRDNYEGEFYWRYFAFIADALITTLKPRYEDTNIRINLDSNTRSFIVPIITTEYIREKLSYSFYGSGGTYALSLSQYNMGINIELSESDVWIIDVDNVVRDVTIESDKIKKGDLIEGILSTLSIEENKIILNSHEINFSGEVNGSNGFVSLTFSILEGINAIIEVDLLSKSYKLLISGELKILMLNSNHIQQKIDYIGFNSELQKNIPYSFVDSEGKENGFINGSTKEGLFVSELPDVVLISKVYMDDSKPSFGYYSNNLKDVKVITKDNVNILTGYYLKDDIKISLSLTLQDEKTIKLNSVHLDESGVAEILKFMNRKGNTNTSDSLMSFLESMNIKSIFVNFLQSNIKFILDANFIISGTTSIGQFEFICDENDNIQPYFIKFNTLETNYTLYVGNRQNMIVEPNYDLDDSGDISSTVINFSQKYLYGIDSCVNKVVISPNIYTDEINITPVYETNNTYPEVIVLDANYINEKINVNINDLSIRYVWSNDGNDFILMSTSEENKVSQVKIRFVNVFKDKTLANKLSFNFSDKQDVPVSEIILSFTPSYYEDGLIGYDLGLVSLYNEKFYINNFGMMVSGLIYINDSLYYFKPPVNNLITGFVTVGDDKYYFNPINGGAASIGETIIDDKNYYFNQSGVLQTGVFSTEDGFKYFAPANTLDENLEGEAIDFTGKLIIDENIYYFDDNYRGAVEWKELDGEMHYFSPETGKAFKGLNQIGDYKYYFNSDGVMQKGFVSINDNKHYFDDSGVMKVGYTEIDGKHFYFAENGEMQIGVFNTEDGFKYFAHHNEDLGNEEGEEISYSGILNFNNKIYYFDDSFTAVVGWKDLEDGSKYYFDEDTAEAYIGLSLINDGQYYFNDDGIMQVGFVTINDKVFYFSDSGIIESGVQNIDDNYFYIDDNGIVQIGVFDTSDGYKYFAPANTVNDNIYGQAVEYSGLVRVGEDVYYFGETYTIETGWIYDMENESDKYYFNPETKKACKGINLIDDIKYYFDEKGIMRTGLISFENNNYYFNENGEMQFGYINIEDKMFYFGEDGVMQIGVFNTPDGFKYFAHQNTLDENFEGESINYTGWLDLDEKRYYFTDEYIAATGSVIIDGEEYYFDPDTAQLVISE
3CLpro inhibitor – SARS-CoV 3CLpro protease inhibition; inhibition, % at 6 µM; AID 1706; 290,000 tested, 0.14% active; recombinant SARS-CoV 3CLpro, quenched FRET peptide cleavage; P0C6X7; in the data active = inhibition above about 12%
CCHFV vOTU inh – blocks the CCHF virus ovarian tumor domain protease. CCHFV vOTU protease, Pep-AMC fluorescence. inhibition, % at 11.5 µM. 370,000 tested, 0.55% active; in the data active = inhibition above about 30%; also: 0% = vehicle wells with enzyme and 100% = no enzyme wells
Anthrax LF prot – inhibitors of Bacillus anthracis lethal factor protease; P15917; multiplex microsphere protease cleavage assay, LF; inhibition, % at 10 µM; 360,000 tested, 0.12% active; AID 588501; also: plate controls were buffer without enzyme for full effect and enzyme alone for no effect
PfHsp40 yeast – rescue of PfHsp40-mediated yeast toxicity. AID 504582. S. cerevisiae expressing PfHsp40, growth rescue, ATP luminescence. 340,000 tested, 0.68% active. growth rescue, % at 12.5 µM; in the data active = growth rescue above about 28%, passing the limit was not always enough; inconclusive = no clear call, values can overlap the other calls;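 also: yeast W303a lacking pdr1 and pdr3 grown in galactose medium; growth measured after three days at 30 °C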
SSB-PriA inh – blocks PriA binding to SSB C-terminal tail. AlphaScreen SSBct-PriA binding, biotinylated peptide. inhibition, % at 33 µM. 430,000 tested, 0.6% active. AID 1272365; in the data active = inhibition mostly above about 37%, no sharp cut-off; inactive = mostly below about 20%;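 also: plate controls were negative control peptide for no effect and reference peptide for full effect; strong numbers were not always called active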
Yp Topo-I inh – blocks Yersinia pestis topoisomerase I activity; Y. pestis Topo-I cleavage product accumulation, plate reader; activity, % at 10 µM; 360,000 tested, 0.064% active; in the data active = activity above about 50%, passing the limit was not always enough; inconclusive = no clear call, values can overlap the other calls; also: inactives centre near 2
The depositor's hits bear a star; i = inactive; ? = inconclusive; / = not tested or not shown; & = joins results of further samples. Rule as the data show it, unless noted: active = inhibition above about 30%; inconclusive = no clear call, values can overlap the other calls; inactive = below that.

SMILES	Vc quorum ag	DUSP3 inh	BoNT-A LC inh2	TcdB GH inh	3CLpro inhibitor	CCHFV vOTU inh	Anthrax LF prot	PfHsp40 yeast	SSB-PriA inh	Yp Topo-I inh
COc1ccc(CC(=O)Nc2ccc(-c3nnc(-c4ccccc4)o3)cc2)cc1	3.4	31	0.1	/	-3	9	3	0.1	-5	2
COc1cnc(-c2ccccn2)nc1Oc1ccc(C(C)(C)C)cc1	0.4	1	-4.7	1.0	4	-2	10	162*	0	32
CC(C)c1ccc(C2/C(=C(/O)c3ccccc3)C(=O)C(=O)N2CCCN2CCOCC2)cc1 (stereo unspecified)	-2.0	1	-1.4	0.8	3	5	3	-0.7	/	0
COc1ccc(CN2CCN(Cc3cccc(F)c3)CC2)cc1OC	i	/	-3.0	0.3	-5	9	-5	?	6	-1
Cc1noc(C)c1COC(=O)/C=C/c1ccc(Cl)cc1	-0.3	7	1.1	1.0	1	-16	6	2.9	-39	5
COc1ccc(C(=O)Nc2cc(C)nn2-c2ccc(C)cc2)cc1	-9.4	17	1.9	0.3	-4	4	4	-0.6	0	10
COc1ccc(OC)c(C(=O)Cn2c3[n+](c4ccc(C(F)(F)F)cc42)CCCCC3)c1	-0.1	17	-0.1	-1.8	2	-17	-1	1.0	-21	12
CC1(C)Cc2nc3oc4c(N(CCO)Cc5ccccc5)ncnc4c3cc2CO1	-4.1	-5	0.3	/	2	-3	0	-0.4	3	0
Cc1nc2c(nc1C)C(=O)c1ccccc1C2=O	i	/	-0.1	0.1	/	32*	-4	-1.9	3	6
COCCCN1C(=O)c2ccc(C(=O)OCC(=O)N(CCC#N)c3cc(C)cc(C)c3)cc2C1=O	-0.6	/	-2.9	2.1	/	-1	3	0.0	9	1
CC(CN1CCOCC1)OC(=O)/C=C/c1ccccc1 (stereo unspecified)	i	6	-1.3	1.1	-2	-10	-2	-1.4	-8	-6
COc1ccc2c(c1OC)C(=O)OC2n1c(O)c(N=NC(C)=O)c2ccccc21 (stereo unspecified)	i	4	-0.2	2.2	-2	-8	-7	1.8	1	3
COc1ccc(C(CNC(=O)c2ccc(S(=O)(=O)N3CCCC3)cc2)N(C)C)cc1OC (stereo unspecified)	i	16	-0.3	1.4	4	10	-4	2.1	-10	-5
Cc1cccc(OCC(=O)N/N=C/C=C/c2ccco2)c1	-0.7	10	1.1	-0.5	-3	10	0	-1.0	/	-6
Cc1ccc(S(=O)(=O)c2nc(S(C)(=O)=O)sc2N2CCC(C)CC2)cc1	-0.2	11	7.3	2.5	2	14	4	3.2	-7	18
CCOC(=O)c1ccccc1NC(=O)COc1ccccc1	5.0	-9	0.5	/	-3	18	-2	0.1	-18	15
O=C(CNC(c1ccccc1)c1ccccc1)Nc1cc([N+](=O)[O-])ccc1Cl	-0.2	10	0.3	/	-6	-5	0	-0.2	19	4
N=c1oc2ccc3ccccc3c2cc1-c1nc(-c2ccccc2)cs1	-0.2	1	34*	-0.3	4	-18	32*	-0.7	-8	0
CCN(CC)CCN1C(=O)C(=O)/C(=C(/O)c2cnn(-c3ccccc3)c2C)C1c1ccc(C)o1 (stereo unspecified)	-3.1	17	0.4	/	4	9	-8	0.3	/	-2
Cn1ncc(C#N)c1/N=C/N1CCOCC1	-0.3	-2	0.2	/	2	4	1	-0.8	/	0
CCOC(=O)N1CCN(C(=O)CSc2nnc(COc3ccc(Cl)cc3)o2)CC1	i	11	-0.5	-0.2	-5	-3	-1	-0.6	-6	23
Cc1cccc(NC(=O)[C@@H]2CCCN2S(=O)(=O)c2ccc(Cl)cc2)c1	-2.1	/	-1.0	0.1	/	-5	-14	11	-5	10
O=C(c1ccc(Cl)cc1)N1CCCC(c2ccccc2)=N1	-3.5	15	1.0	/	7	-12	0	3.5	-15	4
CC(C)(C)NC(=O)C(=O)N/N=C/c1ccc(F)cc1	i	18	-1.5	1.5	-1	-9	-1	-1.0	/	-4

Retrieved by structure from the entries so far, 4 records:
SMILES	Vc quorum ag	DUSP3 inh	BoNT-A LC inh2	TcdB GH inh	3CLpro inhibitor	CCHFV vOTU inh	Anthrax LF prot	PfHsp40 yeast	SSB-PriA inh	Yp Topo-I inh
Cc1cccc(NC(=O)[C@@H]2CCCN2S(=O)(=O)c2ccc(Cl)cc2)c1	-2.1	/	-1.0	0.1	/	-5	-14	11	-5	10
CC(C)(C)NC(=O)C(=O)N/N=C/c1ccc(F)cc1	i	18	-1.5	1.5	-1	-9	-1	-1.0	/	-4
O=C(CNC(c1ccccc1)c1ccccc1)Nc1cc([N+](=O)[O-])ccc1Cl	-0.2	10	0.3	/	-6	-5	0	-0.2	19	4
CCOC(=O)N1CCN(C(=O)CSc2nnc(COc3ccc(Cl)cc3)o2)CC1	i	11	-0.5	-0.2	-5	-3	-1	-0.6	-6	23

Following part:
SMILES	Vc quorum ag	DUSP3 inh	BoNT-A LC inh2	TcdB GH inh	3CLpro inhibitor	CCHFV vOTU inh	Anthrax LF prot	PfHsp40 yeast	SSB-PriA inh	Yp Topo-I inh
C[Se]C[C@@H](N)C(=O)O	i	/	0.4	-7.6	/	2	-1	3.1	-1	2
O=C(NCC1CCCO1)c1ccccc1-c1nc(-c2ccccc2)no1 (stereo unspecified)	i	14	-0.5	/	-5	-6	0	-0.6	-11	-5
Cc1ccc(C(=O)C[n+]2cc(Br)cc(Br)c2)cc1[N+](=O)[O-]	0.0	3	12	/	2	-6	7	-1.1	-15	-19
Cc1cc(/C=C2\C(=O)NC(=O)N(c3ccc(Cl)cc3)C2=O)c(C)n1-c1sc2c(c1C#N)CCCC2	-0.3	18	1.0	0.6	9	13	-2	1.0	4	9
Cc1cc(C(c2nnnn2Cc2ccccc2)N2CCOCC2)c(C)n1-c1ccc2c(c1)OCO2 (stereo unspecified)	-0.5	17	0.1	/	2	/	-4	0.6	20	26
COc1cc(OC)c2c(-c3ccccc3)cc(=O)oc2c1C(CCN1CCOCC1)c1ccc2c(c1)OCO2 (stereo unspecified)	1.0	/	-0.5	0.2	/	5	-3	-1.2	16	32
CCOC(=O)CCCCCN(Cc1ccccc1)S(=O)(=O)c1ccc([N+](=O)[O-])cc1	-0.3	30	0.3	/	1	1	-2	1.4	14	29
CCN(CC)CCn1c2ccccc2c(=O)c2c(O)ccc(O)c21	i	/	-0.8	-1.1	/	14	-34	1.7	54*	-17
O=C(COC(=O)Cc1ccc(Cl)cc1)NCc1ccc2c(c1)OCO2	-0.7	/	-1.3	-0.7	/	-5	-4	1.3	-11	5
COc1ccccc1CNC(=O)c1cccc(N(C)C)c1	i	15	0.2	/	-1	16	-1	-0.2	13	5
CC1(C)CC(=O)CC(C)(C)N1OC(=O)c1ccncc1	i	-5	?	/	3	-9	-13	-1.4	0	-7
CC(=O)NC1CC2CCCC(C1)N2C(=O)Nc1c(C)cccc1C (stereo unspecified)	i	/	-0.1	-0.1	/	3	-6	/	/	4
CCOc1cc(S(=O)(=O)NC2CC(C)(C)NC(C)(C)C2)ccc1F	-0.3	4	-0.3	/	2	13	-7	-1.5	-1&-9&-5	-3
Cc1cc(OCC(=O)NCC(O)c2ccccc2)c2c3c(c(=O)oc2c1)CCC3 (stereo unspecified)	3.1	-5	0.0	2.1	-2	3	-4	0.7	-3	15
CN1CCN(C(=O)c2ccccc2-c2nc(-c3ccc(Cl)cc3)no2)CC1	i	14	-0.7	/	-4	-10	-5	1.5	-1	16
COc1ccc(CCNC(=O)COC(=O)c2ccc(N3CCCC3=O)cc2)cc1OC	-0.3	13	-0.6	1.3	2	13	-2	4.4	2	-9
Cc1cc2oc(C(=O)Nc3nonc3C)c(C)c2cc1C	-0.3	22	0.4	0.1	2	26	2	0.0	-12	24
COc1cccc(CN(C)C(=O)CCNC(=O)c2ccc(Br)cc2)c1	-0.9	14	0.9	1.0	5	0	3	-1.9	-3	5
COC(=O)C[C@H]1c2cc(C(F)(F)F)ccc2S(=O)(=O)N1C1CCCC1	i	/	0.4	2.5	/	2	-5	-1.7	-6	7
COc1ccc(/C=N/NC(=O)c2cc[n+]([O-])cc2)cc1OC	-0.7	26	-1.9	/	4	/	4	0.3	/	-3
CCCCCn1nc(C(=O)OCc2nnc(-c3ccccc3)o2)c2ccccc2c1=O	-12	/	0.1	3.0	/	-12	-4	2.1	-14	?
Clc1ccc(CSc2nnc(CN3CCOCC3)n2-c2ccccc2)cc1Cl	-0.2	23	-0.1	/	2	19	-9	1.4	-1	29
CC(C)OC(=O)NC(C)(C)COC(=O)Nc1cccc(Cl)c1	i	-18	?	/	6	-1	?	1.7	-12	-12
O=C(CN1C(=O)/C(=C\c2ccccc2Cl)Oc2ccccc21)NCc1cccnc1	-0.2	8	-0.3	-1.2	-3	-23	1	1.1	-13	6
O=C(COC(=O)c1ccc(S(=O)(=O)N2CCCC2)cc1)NCCc1ccc(F)cc1	i	/	-0.6	1.5	/	-3	1	0.5	-16	11
CC(C)n1c(N)c(C#N)c2ccc([N+](=O)[O-])cc2c1=O	-0.5	13	1.7	0.9	8	-8	1	-1.3	-2	2
CCOc1ccc(C(=O)N2CCCC(c3nc(-c4cccs4)no3)C2)cc1 (stereo unspecified)	-0.5	23	-0.7	-1.0	-1	0	-5	1.8	-6	4
Cc1cc(C)c(NC(=O)COC(=O)C2CCN(c3ccc(C(F)(F)F)cn3)CC2)c(Cl)c1	i	/	-1.6	0.7	/	17	-2	0.2	5	8
CCOc1ccc(C(=O)Nc2cc(C)ccn2)cc1	-0.3	20	-1.1	1.4	2	10	-3	-5.0	-2	2
O=C(COC(=O)Cn1cnc2ccccc21)Nc1ccc(OC(F)F)cc1	i	/	-0.8	0.6	/	1	-2	0.9	-2	2
CCN(CC)C(=O)CSc1nc2ccccc2c(=O)n1CC1CCCCC1	-1.7	4	-0.9	/	4	-8	-1	0.6	-8	8
CCCCOC(=O)/C=C\C(=O)OCCCC	-0.3	10	0.0	3.3	/	-1	-10	-0.1	-19	6
Cc1ccc(-c2noc(CCC(=O)NC3CC3)n2)cc1	5.6	19	-0.6	0.8	-9	4	-7	-0.8	-3	4
CCOC(=O)N1CCC(NC(=O)c2cc3c(-c4ccc(Cl)cc4)nn(C)c3s2)CC1	0.0	29	-0.2	-1.5	2	-11	-4	-0.4	-5	2
CCOC(=O)C1=C(N)Oc2cc(C)n(CCc3ccc(OC)c(OC)c3)c(=O)c2C1c1cccnc1 (stereo unspecified)	i	-8	0.4	/	3	6	-1	1.9	2&-11	14
COc1ccc(CCNC(=O)CSc2n[nH]c(N)n2)cc1	i	-4	-2.3	5.6	-4	-9	0	9.6	-7	3
CCOC(=O)C1=CC(=C2C(=O)N(CC)C(=S)N(CC)C2=O)c2ccccc2O1	/	24	/	-0.6	2	8	/	/	-2	/
CN(CC(=O)Nc1ccc(F)c(F)c1F)C(=O)CCN1C(=O)C2CCCCC2C1=O (stereo unspecified)	-1.2	/	-2.1	-1.7	/	-5	4	-0.1	2	-2
CN(CC(=O)Nc1c(Cl)cccc1Cl)C(=O)c1ccncc1	-0.4	2	-3.2	2.4	4	3	-1	0.0	-4	-2
Cc1c(C)c2cc(Cl)c(O)c(CN(C)C)c2oc1=O	-0.2	0	-0.4	/	0	-304	-6	-1.3	-20	-2
O=C(Nc1ccc(Br)cc1)c1cccc(N2C(=O)C3CCCCC3C2=O)c1 (stereo unspecified)	-0.6	17	5.0	0.0	-2	-6	3	5.1	-12	5
CCCCOc1ccc(C(=S)N2CCC(C(N)=O)CC2)cc1	-0.4	4	-0.2	-0.2	3	-6	-2	1.9	-1	9
COC(=O)c1cccc(Cn2nnc3ccccc3c2=O)c1	0.4	13	0.4	/	-2	8	2	0.4	-23	-1
O=C(N1CCCCCC1)N1CCN(S(=O)(=O)N2CCCCC2)CC1	0.6	2	-5.8	/	-1	1	-7	11	1	-7

These rows are one share of the data; rates above refer to the full screens.
